Screening results: PubChem BioAssay, Fisher Drug Discovery Resource Center
NPYLR7 ag – mosquito NPYLR7 agonism; HEK293T NPYLR7/Galpha15, GCaMP6s calcium fluorescence; activation, % at 10 µM; 270,000 tested, 0.15% active; in the data active means activation above about 40%;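 further: 0% = vehicle and 100% = reference agonist at the receptor; some compounds past the cut are filed as inactive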
mcGAS inh – mouse cGAS inhibition by luminescence. Q8C6L5. recombinant cGAS, Kinase-Glo ATP depletion luminescence. inhibition, % at 12.5 µM. 160,000 tested, 0.15% active. AID 1259399;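 further: 0% = negative control wells and 100% = reference inhibitor with no enzyme activity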
hcGAS lum – inhibitors of human cGAS. Q8N884. recombinant h-cGAS, ATP depletion, Kinase-Glo luminescence. inhibition, % at 12.5 µM. 290,000 tested, 0.081% active. AID 1259398;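 further: 0% = vehicle reaction and 100% = reaction without DNA for no activity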
Target sequence (Q8N884 whole entry, looked up): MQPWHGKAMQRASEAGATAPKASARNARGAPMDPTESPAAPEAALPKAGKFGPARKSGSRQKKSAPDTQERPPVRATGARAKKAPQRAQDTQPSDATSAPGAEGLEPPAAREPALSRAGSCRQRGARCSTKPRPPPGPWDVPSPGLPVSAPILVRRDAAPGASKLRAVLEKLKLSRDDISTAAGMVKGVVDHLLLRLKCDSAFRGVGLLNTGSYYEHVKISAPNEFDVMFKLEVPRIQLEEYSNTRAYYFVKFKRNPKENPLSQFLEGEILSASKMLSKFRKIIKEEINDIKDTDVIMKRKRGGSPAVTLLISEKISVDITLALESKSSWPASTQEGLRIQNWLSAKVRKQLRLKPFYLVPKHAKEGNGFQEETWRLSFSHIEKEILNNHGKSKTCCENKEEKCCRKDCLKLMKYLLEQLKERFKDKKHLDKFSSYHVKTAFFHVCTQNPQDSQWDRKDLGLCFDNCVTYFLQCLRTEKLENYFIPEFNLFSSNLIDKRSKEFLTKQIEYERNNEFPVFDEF
Starred values were filed as active, the others as inactive; / = not tested or not shown; & = joins results of further samples. Unless noted, no stated cut-off is given here; in the data, active means inhibition above about 40%; inactive means the rest.

1. COc1cccc(C(CC(=O)N2CCC(C)CC2)c2c[nH]c3ccccc23)c1OC (stereo unspecified)
2. Cc1ccccc1N1CCN(C(=O)CC2C(=O)NCCN2Cc2cccc(F)c2)CC1 (stereo unspecified)
3. O=[N+]([O-])c1cccc(-c2nc(-c3ccccc3Cl)no2)c1
4. CS(=O)(=O)c1cc(C(=O)OCc2ccc(F)cc2Br)ccc1Cl
5. Clc1cccnc1N1CC(c2cccnc2)C1
6. CCCCCCc1cc2cc(C(N)=O)c(=N)oc2cc1O
7. COc1ccccc1N1CCC(CNc2cncc(Cl)n2)C1 (stereo unspecified)
8. CCC(C)N(Cc1ccc(OS(C)(=O)=O)cc1)C(=O)c1ccccc1Br (stereo unspecified)
Assay by compound	1	2	3	4	5	6	7	8
NPYLR7 ag	1	2	5	12	1	16	-1	0
mcGAS inh	-3	/	-7	/	-16	-7	/	-4
hcGAS lum	-2	4	-3	-4	-3	-1	-6	-6

9. CC(C)(C)c1ccc(C(=O)N2CCN(C(C(=O)Nc3ccc(Cl)cc3)C3CCCC3)CC2)cc1 (stereo unspecified)
10. Cc1nc(OCc2ccc(Br)cc2F)c2ccccc2n1
11. CC1C(OC(=O)c2cccnc2N(C)C)CC2CC1C2(C)C (stereo unspecified)
12. CC(C)N1CCC1(C)C(=O)Nc1cc(-c2ccccc2)nn1C (stereo unspecified)
13. Nc1ccc([N+](=O)[O-])cc1C(F)(F)F
14. N#Cc1ccc(S(=O)(=O)CCn2nc(-c3ccco3)oc2=O)cc1
15. Brc1ccc2c(c1)CNc1c(ncnc1N1CCCCC1)O2
16. CCOc1ccc(S(=O)(=O)N2CCN(c3ccccc3C)CC2)cc1
Assay by compound	9	10	11	12	13	14	15	16
NPYLR7 ag	-1	3	-1	4	0	-1	0	0
mcGAS inh	-4	/	/	/	/	/	/	/
hcGAS lum	0	-6	0	-6	-6	0	-4	-7

17. CCCCN(C(C)=O)c1c(CC)nc2ccc(C(=O)Nc3ccc(NC(C)=O)cc3)cn12
18. COC(=O)/C=C/c1cc(Br)sc1NC(C)=O
19. COc1ccc(N(CC(=O)NCCSC(C)(C)C)S(C)(=O)=O)cc1OC
20. CCC(C)NC(=O)c1nn(-c2ccc(Cl)cc2)c(=O)n(C(C)c2ccccc2)c1=O (stereo unspecified)
21. CCOc1ccc(-c2ccc(=O)n(CCNC(=O)c3ccc(Br)o3)n2)cc1
22. Cc1ccccc1C(=O)NCCN1CCn2cc(OCc3ccccc3)c(=O)cc2C1=O
23. CC(=O)Nc1ccc(CN2CCCC(N(C)CCc3ccccc3)C2)cc1 (stereo unspecified)
24. CCOc1cccc2cc(-c3csc(NC(=O)C4CCN(S(C)(=O)=O)CC4)n3)oc12
Assay by compound	17	18	19	20	21	22	23	24
NPYLR7 ag	31	-2	3	11	0	12	3	0
mcGAS inh	-4	/	/	-6	-8	/	/	/
hcGAS lum	-6	-3	0	-6	-7	-8	-4	3

25. CCC(=O)N1CCc2[nH]nc(C(=O)NCc3ccccc3)c2C1
26. Cc1nn(C(C)C)c(C)c1-c1cc(C(=O)O)[nH]n1
27. Cc1nnsc1C(=O)N1CCCC(c2n[nH]c(=O)n2-c2ccccc2)C1 (stereo unspecified)
28. CCOC(=O)c1cnoc1N
29. COc1cccc(CNC(=O)C(=O)NCC(c2ccco2)N2CCc3ccccc32)c1 (stereo unspecified)
30. Cc1ccc(S(=O)(=O)N2CCC3(CC2)C(=O)N(CC(=O)N(C)Cc2ccccc2)CN3c2ccccc2)cc1
31. CNC(=S)Nc1ccc(OC)c(OC)c1
32. C=CCN(Cc1ccccc1OC)C(=O)c1ccc2[nH]c(=O)[nH]c2c1
Assay by compound	25	26	27	28	29	30	31	32
NPYLR7 ag	9	0	5	-2	5	8	-6	11
mcGAS inh	/	-5	/	/	/	-1	/	/
hcGAS lum	0	-5	-2	-5	6	3	5	-11

33. COc1ccccc1-n1cc(C(=O)N2CCCC(Nc3ccc4c(c3)OCO4)C2)cn1 (stereo unspecified)
34. O=C(CCCSc1ccc(NC(=O)C2CC2)nn1)NC1CC1
35. O=C(CCc1cc(Cl)no1)N1CCC2(CCNCC2)CC1
36. COc1ccc(-n2ncc(Oc3ccc4c(c3)CCC4)c(Nc3ccc(C(=O)NCc4ccccn4)cc3)c2=O)cc1
37. COc1ccc(CN(CC(O)COCc2ccccc2)CC2CCCO2)cc1OC (stereo unspecified)
38. Cc1nn(C)cc1CN(C)C(=O)CC1(c2ccccc2)CC(=O)N(Cc2cccs2)C1=O (stereo unspecified)
39. N#CCCC(C#N)Cn1cnc2sc(-c3ccccc3)cc2c1=O (stereo unspecified)
40. Cc1cnn(C(C)C(C)NC2CC(C)OC2=O)c1 (stereo unspecified)
Assay by compound	33	34	35	36	37	38	39	40
NPYLR7 ag	6&0	0	6	5	7	-1	2	0
mcGAS inh	/	-9	/	-3	-5	-11	0	/
hcGAS lum	-8&-5	-8	-7	0	-2	-6	7	12

41. Cc1cccc(-c2nc3ccccn3c2NC(C)(C)CC(C)(C)C)c1
42. Cc1ccccc1CSc1nc2c(c(=O)n1-c1ccccc1)SCC2
43. CCOc1ccccc1N1C(=O)CSC1c1ccc(NC(=O)C(C)(C)CCl)cc1 (stereo unspecified)
44. COc1ccc(CC(=O)N2CCOC(COCc3ccccc3F)C2)cn1 (stereo unspecified)
45. CCCCCCNC(=O)CC(c1cccc(OC)c1)c1c[nH]c2c(CC)cccc12 (stereo unspecified)
46. Cn1c(NCc2cccnc2)nc2cc(-c3ccc(C(=O)N4CCOCC4)cc3)sc2c1=O
47. COc1cc(C#N)ccc1OC(F)F
48. Cc1nc(=S)c2c(=O)n(C)c(=O)n(CC(C)C)c2[nH]1
Assay by compound	41	42	43	44	45	46	47	48
NPYLR7 ag	8	-4	1	20	/	12	8	2
mcGAS inh	-8	/	-2	/	-3	/	/	/
hcGAS lum	2	-10	0	-6	-5	-4	-5	3

49. CCOC(=O)CCC(=O)Nc1ccccc1C1SCC(=O)N1c1cc(C)ccc1OC (stereo unspecified)
50. O=C(NCc1cccs1)c1cccnc1N1CCN(C(=O)c2cc(F)cc(F)c2F)CC1
51. CCCC(=O)N1N=C(c2cccc(NS(C)(=O)=O)c2)CC1c1cccc(F)c1 (stereo unspecified)
52. CCN(CC)CCCC(C)NC(=O)c1cc(-c2ccccc2OC)n2nc(C(C)(C)C)cc2n1 (stereo unspecified)
53. CCOC(=O)c1c(C)c(C(=O)CN(C2CC2)S(=O)(=O)c2ccc3ccccc3c2)c(C)n1CC
54. COc1cc(CSc2nc3c(cnn3CCO)c(=O)[nH]2)cc(OC)c1
55. CC(=O)Nc1cccc(NC(=O)c2cn(C)c3c(=O)n(-c4ccccc4)c(=O)[nH]c23)c1
56. CCOC(=O)c1nn(Cc2ccccc2)c2c1CN(C(=O)CN1CC(c3ccccc3)CC1=O)CC2 (stereo unspecified)
Assay by compound	49	50	51	52	53	54	55	56
NPYLR7 ag	17	-7	-1	7	-10	9	2	-1&5
mcGAS inh	-9	0	/	-11	0	/	/	2
hcGAS lum	-4	1	-6	-1	2	0	-1	-5&-3

57. COc1cc(-c2cc(C(=O)NCc3c(C)cc(Cl)cc3Cl)c3ccccc3n2)cc(OC)c1OC
58. COCCCN=C1SCC(c2ccc(C(C)(C)C)cc2)=NN1C
59. CCOC(=O)C1=NNC2(CC(=O)N(c3c(C)cc(C)cc3C)C2=O)C1 (stereo unspecified)
60. COc1ccc(CC(=O)NCCOc2ccc3nnc(-c4ccccc4)n3n2)cc1
61. CCCc1cc(N2CC(c3ccccn3)C2)nc(C)n1
62. O=C1CCC2(CCCO2)CCN1Cc1nccs1 (stereo unspecified)
63. Cc1ccccc1CN1CCC(CNC(=O)Cc2cccnc2)CC1
64. Cc1ccc(Cc2nnc(Nc3ccc(C)cc3)[nH]c2=O)cc1
Assay by compound	57	58	59	60	61	62	63	64
NPYLR7 ag	9	5	-1	-12	/	8	12	12
mcGAS inh	-5	/	/	-9	-13	/	-11	/
hcGAS lum	-1	4	4	-5	-6	-7	-8	-8

Five entries already listed, ordered by molecular weight, descending.
57. COc1cc(-c2cc(C(=O)NCc3c(C)cc(Cl)cc3Cl)c3ccccc3n2)cc(OC)c1OC
59. CCOC(=O)C1=NNC2(CC(=O)N(c3c(C)cc(C)cc3C)C2=O)C1 (stereo unspecified)
58. COCCCN=C1SCC(c2ccc(C(C)(C)C)cc2)=NN1C
64. Cc1ccc(Cc2nnc(Nc3ccc(C)cc3)[nH]c2=O)cc1
62. O=C1CCC2(CCCO2)CCN1Cc1nccs1 (stereo unspecified)
Assay by compound	57	59	58	64	62
NPYLR7 ag	9	-1	5	12	8
mcGAS inh	-5	/	/	/	/
hcGAS lum	-1	4	4	-8	-7

More records follow.
65. CN(CC(=O)NCc1cccs1)C(=O)C(C)(C)n1cc(Cl)cn1
66. CC(C)(C)C(=O)NCCc1nc2ccccc2n1CC(=O)c1ccccc1
67. O=C(CCc1c(-c2ccc(F)cc2)[nH]c2ccc(F)cc12)NCc1ccco1
68. CCc1ccc(NC(=O)Cn2cccc(-c3nc(-c4ccccc4)no3)c2=O)cc1
69. COCC(=O)NS(=O)(=O)c1ccc(OCc2cccc(C)c2)cc1
70. O=C(CSc1nc(=O)n(CCCN2CCOCC2)c2c1CCC2)Nc1ccccc1F
71. CSc1ccc(NC(=O)N(Cc2ccc(OS(=O)(=O)c3ccc(F)cc3)cc2)C(C)C)cc1
72. CC1CCCN(CCNC2CCCC2)C1 (stereo unspecified)
Assay by compound	65	66	67	68	69	70	71	72
NPYLR7 ag	-1	-1	1	/	8	0	-1	5
mcGAS inh	/	-8	-5	-11	/	-8	-7	/
hcGAS lum	-3	-6	-5	-7	-5	-5	-16	-6

73. Cc1ccccc1Cc1c(C)nc(-c2ccccc2)nc1N1CCN(S(C)(=O)=O)CC1
74. O=C(CN1CCC2(CCCc3ccccc32)C1)Nc1cccc([N+](=O)[O-])c1 (stereo unspecified)
75. Cc1cccc(N2NC3(CCC(C)CC3)NC2=S)c1C (stereo unspecified)
76. O=C1c2cc(Cl)sc2C2(CCCCC2)C1Br (stereo unspecified)
77. COc1cccc(C(=O)Nc2c3c(nn2-c2cccc(C)c2C)CSC3)c1
78. CC(C)NC(=O)C1CCN(C2CCN(Cc3ccc4cccc(F)c4n3)CC2)CC1
79. Cc1ccc(F)cc1NC(=O)CC1CN(Cc2ccccc2)CCO1 (stereo unspecified)
80. CCCCCNC(=O)c1cc(-c2ccc(OC)cc2)nc2cc(C(C)(C)C)nn12
Assay by compound	73	74	75	76	77	78	79	80
NPYLR7 ag	22	2	-10	5	-5	6	2	8
mcGAS inh	-9	/	-2	/	/	/	/	-7
hcGAS lum	-9	-4	-1	-4	-1	-1	-4	-7

81. CCC(C)Nc1nnc(SCC(=O)c2c(N)n(C3CC3)c(=O)[nH]c2=O)s1 (stereo unspecified)
82. O=C(NC1C[C@@H]1c1ccccc1)c1cncn1-c1cccc(-c2ccccc2C(F)(F)F)c1 (stereo partly specified)
83. c1ccc(CCc2nnc3n2CCN(Cc2ccc4c(c2)Cc2ccccc2-4)CC3)cc1
84. COc1ccc(-n2nc(C(=O)Nc3ccccc3)c(=O)n(Cc3ccccc3C)c2=O)cc1
85. CN(CC(=O)Nc1ccc2c(c1)CCC2)Cc1cccc(Cl)c1Cl
86. Cc1cc(N)n(CCC#N)n1
87. CC(C)c1cc(-c2nn3c(C(C)(C)C)nnc3s2)n[nH]1
88. COCC(=O)Nc1cc(C)nn1-c1ncnc2c1cnn2-c1ccc(Cl)cc1
Assay by compound	81	82	83	84	85	86	87	88
NPYLR7 ag	0	-1	34	/	8	15	-7	6
mcGAS inh	/	-6	0	-5	/	/	/	-10
hcGAS lum	-4	-2	1	-4	-8	-6	-9	-7

89. O=C(CSc1nc(C(F)(F)F)cc(=O)[nH]1)NCc1ccc2c(c1)OCO2
90. Cc1cccc(-c2noc(CN(C)C(=O)c3cc4n(n3)CCCN(C)C4)n2)c1
91. COc1ccccc1Oc1ccc(S(=O)(=O)NCCc2ccccc2)cc1
92. O=C(c1cccc(Cl)c1)N1CCN(c2nc3nccc(-c4cccs4)n3n2)CC1
93. CC1CCc2c(sc3ncn(CC(=O)OC(C)(C)C)c(=O)c23)C1 (stereo unspecified)
94. CC(=O)N(C)c1ccc(NC(=O)c2cc(F)ccc2-c2ccccc2)cc1
95. CCCCCCNC(=O)c1cc(-c2cccc(OC)c2)nc2cc(-c3ccccc3)nn12
Assay by compound	89	90	91	92	93	94	95
NPYLR7 ag	-5	13	-1	5	-2	4	15
mcGAS inh	-8	-17	2	-6	-3	/	-7
hcGAS lum	-5	-4	2	-6	-2	-8	-7

No enrichment for hits; 0.29% or so of the library scored in one or more.
